# Screening results: PubChem BioAssay, Broad Institute
# BL2 CD40 inh: CD40 pathway inhibition in BL2 cells. BL2 NF-kB luciferase reporter, CD40L-induced, 4 h. inhibition, % at 10 µM. 83,000 tested, 0.94% active;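 active = mean inhibition of at least 50% with a set share of replicates also reaching that level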;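 also: 0% = neutral control wells and 100% = IKK inhibitor VII at 50 µM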
# * marks the source's active call; other numbers are inactive results; [ ] = dose if it differs, or a comment.
BL2 CD40 inh,Molecule
0.8,COC(=O)[C@H](Cc1ccccc1)NC(=O)NCC1CCCO1 (some centres not stated)
0.6[25 µM],COc1ccc(C#Cc2ccc([C@@H]3[C@H](CO)N4C(=O)CN(C(=O)c5ccc(F)cc5)C[C@@H]34)cc2)cc1
-15.7,O=C(COC(=O)c1ccc(Cl)nc1)Nc1cccc(S(=O)(=O)N2CCCCC2)c1
0.4[25 µM],CCN1[C@@H]2c3ccc(-c4ccccc4F)c(=O)n3C[C@H]1[C@H](CO)[C@H]2C(=O)NCc1ccccc1
-2.2,CN(CC(=O)Nc1ccccc1C(=O)NC1CC1)Cc1ccc(Cl)s1
-27.1,CC1([N+](=O)[O-])COC(C=Cc2ccccc2)OC1 (configuration not stated)
0.8[25 µM],C[C@H]1CN([C@@H](C)CO)C(=O)c2cccc(NC(=O)Nc3ccc(F)cc3)c2O[C@H]1CN(C)CC1CCCCC1
3.9,COc1cccc(OCc2cc(C(=O)N(C)C3CC(C)(C)NC(C)(C)C3)no2)c1
-3.2,CCOC(=O)C(CC)n1nc(C)n2c(cc3occc32)c1=O (configuration not stated)
-30.5,CN1CCN(c2nc(-c3cc4ccccc4o3)cs2)CC1
-0.7,CC1CN(C(=O)COC(=O)c2cccc(NS(=O)(=O)c3ccccc3)c2)CC(C)O1 (configuration not stated)
-36.8,N=C1N(c2ccccc2)C(=S)C(=Nc2ccccc2)N1c1ccccc1
-9.6,CC1CCCC(NC(=O)COC(=O)CCC(=O)c2cccs2)C1C (configuration not stated)
-37.9,Cc1n[nH]c(C)c1N=Nc1ccc(Br)cc1
-83.9,CN(C)c1ccc(CSc2ccccc2)cc1

# Individual results from the entries so far:
# `CCN1[C@@H]2c3ccc(-c4ccccc4F)c(=O)n3C[C@H]1[C@H](CO)[C@H]2C(=O)NCc1ccccc1` @ BL2 CD40 inh: 0.4[25 µM]
# `COc1cccc(OCc2cc(C(=O)N(C)C3CC(C)(C)NC(C)(C)C3)no2)c1` @ BL2 CD40 inh: 3.9

# (listing goes on)
BL2 CD40 inh,Molecule
-46.7,O=C(COC(=O)c1ccc(NC(=O)C2CC=CCC2C(=O)O)cc1)c1ccccc1 (configuration not stated)
-7.3,CNc1ccc([N+](=O)[O-])cc1
20.4,O=S1(=O)N=C(Nc2ccc(O)cc2)c2ccccc21
2.9,COc1ccccc1NS(=O)(=O)NC(=O)c1cn(C)c2ccccc12
9.9,Cc1cc(N2CCCC2)ccc1NC(=O)CN1C(=O)NC2(CCCCC2)C1=O
-64.9,CC(C)c1ccc2nc(N)sc2c1
-0.2[25 µM],CN(C)C(=O)c1cccc(-c2ccc3n(c2=O)C[C@@H]2[C@@H](CO)[C@H](C(=O)NCC4CC4)N[C@H]32)c1
7.5,O=C1NCC(CN(c2ccccc2)c2ccccc2)O1 (configuration not stated)
-1.0,O=C(CN1C(=O)c2cccc3cccc(c23)C1=O)NCCN1CCOCC1
5.4[25 µM],COc1ccccc1C#Cc1ccc([C@@H]2[C@H](C#N)N(C(=O)C3CCC3)[C@H]2CO)cc1
-122.6,COC(=O)CC1NCCNC1=O (configuration not stated)
-2.8,O=C(NC1CCS(=O)(=O)C1)c1cn(-c2ccccc2)nc1-c1ccccc1 (configuration not stated)
5.8,C[C@@H]1CN([C@@H](C)CO)C(=O)CCCn2nncc2CO[C@@H]1CN(C)CC1CC1
-40.1,CC(=O)Nc1ccc(Nc2ncnc3ccccc23)cc1
-19.9,Cn1c(=O)c(C(=O)NC2CCCCCCC2)c(O)c2ccccc21
5.9,Cc1cc(C)c(S(=O)(=O)N2CCCCC2CCNC(=O)C(=O)NCCN2CCOCC2)c(C)c1 (configuration not stated)
-11.3,Cc1cc([N+](=O)[O-])ccc1P(=O)(O)c1ccc([N+](=O)[O-])cc1C
-2.7[25 µM],NCC[C@H]1CC[C@@H](NC(=O)NC2CCCCC2)[C@@H](CO)O1
-2.5[25 µM],C[C@@H]1CN([C@H](C)CO)C(=O)c2cc(N(C)C)ccc2O[C@H]1CN(C)S(=O)(=O)c1cn(C)cn1
4.6,COC(=O)C1=C(C)Nc2c(c(=O)n(C)c(=O)n2C)C1c1ccc(C)cc1 (configuration not stated)
-1.3,CCOC(=O)N1CCN(Cc2nc(C3CC3)no2)CC1
-3.1[25 µM],C[C@H](CO)N1C[C@H](C)[C@H](CN(C)Cc2ccc3c(c2)OCCN3C)OCc2cnnn2CCCC1=O
-22.1,CCn1ccnc1CN(C)Cc1cn(-c2ccccc2)nc1-c1ccc(OC)cc1F
2.5,COC(=O)C1CC(=O)c2sccc2C1 (configuration not stated)
0.5,CO[C@H]1CN(C)C(=O)c2ccc(NC(=O)C3CCC3)cc2OC[C@@H](C)N(Cc2cccnc2)C[C@@H]1C
-1.8,CC(OC(=O)C1CC(=O)N(Cc2ccco2)C1)C(=O)Nc1ccc(F)cc1Cl (configuration not stated)
-29.3,O=S(=O)(NCCSc1nnnn1-c1ccccc1)c1cccs1
10.9,NNC(=O)Cc1cn(-c2ncc(C(F)(F)F)cc2Cl)c2ccccc12
20.8,CC(C)c1nc2oc3c(NCC4CCCO4)ncnc3c2c2c1CCC2 (configuration not stated)
-106.2,O=C(Nc1cccnc1)c1cc2c(ccc3ccccc32)o1
0.6,Cc1cc(-c2ccc(S(=O)(=O)N3CCN(c4ccc(F)cc4)CC3)s2)on1
2.3,CCOC(=O)c1ccc(S(=O)(=O)N2CCN(C(=O)c3nn(C)c(=O)c4ccccc34)CC2)cc1
7.8,CCC1CCCCN1C(=O)COC(=O)c1ccc(S(=O)(=O)N2CCOCC2)cc1 (configuration not stated)
77.1*[25 µM],CCc1csc(N2[C@H](C#N)[C@H](c3ccc(C#Cc4ccc(F)cc4)cc3)[C@H]2CO)n1
-6.8,COc1cccc(N2CC(NC(=O)C(=O)c3c(C)[nH]c4ccccc34)CC2=O)c1 (configuration not stated)
8.8[25 µM],C[C@H]1CN([C@@H](C)CO)C(=O)c2c(c3ccccc3n2C)-c2ccccc2CO[C@@H]1CN(C)S(=O)(=O)c1cccs1
-11.5[25 µM],COc1cccc(-c2ccc3n(c2=O)C[C@@H]2[C@@H](CO)[C@H](C(=O)NC4Cc5ccccc5C4)N[C@H]32)c1
-10.1,O=C(c1cccs1)N1CCN(Cc2ccc3c(c2)OCO3)CC1
2.5,CCCN1Cc2cccc(C(=O)Nc3cc(OC)cc(OC)c3)c2C1=O
-7.5,O=c1c2ccccc2nc2c3ccccc3c(NCCO)nn12
-8.1[25 µM],CCCC(=O)N1CC2(CCN(S(C)(=O)=O)CC2)c2c([nH]c3cc(OC)ccc23)[C@@H]1CO
-67.2,COC(=O)c1c(-c2cccnc2)csc1NC(=O)c1ccc2c(c1)OCO2
5.7,COc1ccc(S(=O)(=O)N(C)C[C@@H]2OCCCC[C@@H](C)Oc3ccc(NS(=O)(=O)c4ccc(Cl)cc4)cc3C(=O)N([C@H](C)CO)C[C@@H]2C)cc1
0.5,CC(=O)N/C(=C\c1ccccc1)C(=O)OCC(=O)NC1CCS(=O)(=O)C1 (configuration not stated)
0.4,O=C(CNC(=O)OCc1ccccc1)NCC(=O)NC(Cc1c[nH]c2ccccc12)C(=O)O (configuration not stated)

# 3 of these compounds, set out differently.
Molecule: COC(=O)C1=C(C)Nc2c(c(=O)n(C)c(=O)n2C)C1c1ccc(C)cc1 (configuration not stated)
  BL2 CD40 inh: 4.6

Molecule: O=S(=O)(NCCSc1nnnn1-c1ccccc1)c1cccs1
  BL2 CD40 inh: -29.3

Molecule: NCC[C@H]1CC[C@@H](NC(=O)NC2CCCCC2)[C@@H](CO)O1
  BL2 CD40 inh: -2.7[25 µM]

# In the list so far, these contain a furan ring, fused or not:
BL2 CD40 inh,Molecule
-3.2,CCOC(=O)C(CC)n1nc(C)n2c(cc3occc32)c1=O (configuration not stated)
-30.5,CN1CCN(c2nc(-c3cc4ccccc4o3)cs2)CC1
-1.8,CC(OC(=O)C1CC(=O)N(Cc2ccco2)C1)C(=O)Nc1ccc(F)cc1Cl (configuration not stated)
20.8,CC(C)c1nc2oc3c(NCC4CCCO4)ncnc3c2c2c1CCC2 (configuration not stated)
-106.2,O=C(Nc1cccnc1)c1cc2c(ccc3ccccc32)o1

# Continuation:
BL2 CD40 inh,Molecule
5.9,NC(=O)C1(N2CCCCC2)CCN(C(=O)c2ccc(-n3cnnn3)cc2)CC1
-1.4,COc1ccc2nc(NC(=O)c3ccc(NC(=O)C4CCCO4)cc3)sc2c1 (configuration not stated)
20.5[25 µM],C/C=C/c1ccc([C@@H]2[C@H](CO)N(C(=O)c3ccccn3)C23CN(CCC(F)(F)F)C3)cc1
-9.5[25 µM],C[C@@H]1CN([C@@H](C)CO)S(=O)(=O)c2ccc(-c3cncnc3)cc2O[C@H]1CN(C)C(=O)NC1CCCC1
14.1,O=C(Nc1nc(-c2cccs2)cs1)c1ccc(S(=O)(=O)N2CCCC2)cc1
-25.5,Cc1cc(C(=O)COc2nncc3ccccc23)c(C)n1C
4.6,COc1ccc2c(CC(=O)NCc3ccc4c(c3)OCO4)coc2c1
15.3,COC(=O)C(N)Cc1ccc(Cl)cc1 (configuration not stated)
-2.3,O=C(COC(=O)c1cnccn1)NCc1ccccc1Cl
-1.0,CCCCn1c(SCC(=O)NC2CCS(=O)(=O)C2)nnc1-c1ccc(OC)cc1 (configuration not stated)
-19.8,CCOc1cc(/C=C/C(=O)OCC(=O)NC2CCS(=O)(=O)C2)ccc1OCc1ccccc1 (configuration not stated)
6.3,O=C(Nc1ccccc1-c1ccccc1)c1cccs1
8.0,CCC(=O)Nc1ccc2c(c1)ncn2C
2.6,CCCCn1cnc2c(c(CC#N)nn2-c2ccccc2)c1=N
-1.1,O=C(CCc1nc2ccccc2s1)N1CCN(S(=O)(=O)c2cccs2)CC1
-6.8[25 µM],C[C@H](O)C#Cc1ccc([C@@H]2[C@@H](CO)N3CCCCN(C(=O)c4ccncc4)C[C@@H]23)cc1
-11.9,Cc1c(NC(=S)NC(=O)c2sc3ccccc3c2Cl)cccc1C(=O)O
9.5[25 µM],COc1ccc2c3c([nH]c2c1)[C@@H](CO)N(C(=O)c1ccc(F)cc1)CC31CCN(C(=O)NC(C)C)CC1
-1.1,OC(CNCc1ccccc1C(F)(F)F)C(F)(F)F (configuration not stated)
-1.4,COc1ccc(NC(=O)CN(C)C(=O)CCNC(=O)Nc2ccccc2)cc1
2.5,N#C[C@H]1[C@@H](c2ccccc2-c2cccc(F)c2)[C@@H](CO)N1C(=O)C1CCCC1
15.6,Cc1ccc(C(=O)N(CC(=O)NC2CCCC2)c2ccccc2C)s1
8.0,O=C(Nc1ccccc1)c1cc2c(=O)c3ccccc3oc2nc1C(F)(F)F
-46.2[25 µM],CN(C)C(=O)c1cccc(-c2ccc3c(c2)[C@@H]2[C@@H](CCN2C(=O)c2ccc4c(c2)OCO4)[C@H](CO)N3)c1
10.1,CCC(C)(C(=O)NC1CCCCC1)N(Cc1ccco1)C(=O)CC1NC(=O)NC1=O (configuration not stated)
-50.1,c1ccc2[nH]c(SCc3cscn3)nc2c1
0.4,Cc1ccc(C(=O)OCc2nnc(-c3ccccc3)o2)s1
11.6,CCOc1cc(C2C(C(=O)N3CCOCC3)=C(C)NC3=C2C(=O)CCC3)ccc1O (configuration not stated)
4.3,O=S(=O)(NCCCN1CCOCC1)c1ccc(Cl)s1
-3.5,CO[C@@H]1CN(C)C(=O)c2cc(NC(=O)NC3CCCCC3)ccc2OC[C@H](C)NC[C@@H]1C
-65.4,O=C(Cn1cc(C(=O)c2cccs2)c2ccccc21)NCc1cccs1
-0.5,CCN(CC(=O)Nc1c(F)cccc1F)C(=O)C1COc2ccccc2O1 (configuration not stated)
-0.2,CC(C)(C)c1ccccc1NC(=O)CN1C(=O)NC(Cc2ccccc2)C1=O (configuration not stated)
5.9,CN(CC(=O)Nc1ccccc1C(F)(F)F)C(=O)COc1cccnc1[N+](=O)[O-]
9.8,O=C(NCCN1CCOCC1)c1cccc(S(=O)(=O)N2CCCCCC2)c1
7.3[25 µM],CCCC#Cc1ccc([C@@H]2[C@H](CO)N3C(=O)CN(S(=O)(=O)c4ccccc4C)C[C@@H]23)cc1
5.3[25 µM],N#C[C@@H]1[C@H](c2ccccc2C2=CCCC2)[C@H](CO)N1C(=O)NC1CCCCC1
-1.1,COc1ccccc1OCC(=O)NNC(=O)c1ccc(F)c(S(=O)(=O)N2CCOCC2)c1
3.9,CCCN(C(=O)COC(=O)CSc1ccc([N+](=O)[O-])cc1)C1CCS(=O)(=O)C1 (configuration not stated)
-19.9[25 µM],OC[C@H]1[C@H](c2ccc(C#CC3(O)CCCC3)cc2)[C@H]2CN(Cc3cncnc3)CCCCN21
9.6,COC(=O)c1ccccc1NC(=O)C1CCN(C(=O)Cc2ccccc2)CC1
6.6,O=S1(=O)CCN(CCCCc2ccccc2)CC1
-6.8,O=S(=O)(NCCc1ccc2c(c1)OCCO2)c1cccs1
9.2,CC1CCN(C(=O)Cn2c(=O)n(Cc3ccc4c(c3)OCO4)c(=O)c3ccccc32)CC1
8.5,O=C(CN1CCCC1c1ccc2c(c1)OCCO2)NC(=O)Nc1ccccc1F (configuration not stated)
5.2[25 µM],CC(C)C#Cc1ccc([C@@H]2[C@H](CO)N3C(=O)CN(C(=O)c4ccc5c(c4)OCO5)C[C@@H]23)cc1
8.7,COc1cccc(-c2ccc([C@H]3[C@H](CO)N4C(=O)CN(C(=O)C5CCCC5)C[C@@H]34)cc2)c1

# Filtered by structure: the compounds so far containing an aryl thioether with sulfur outside any ring
BL2 CD40 inh,Molecule
-83.9,CN(C)c1ccc(CSc2ccccc2)cc1
-29.3,O=S(=O)(NCCSc1nnnn1-c1ccccc1)c1cccs1
-1.0,CCCCn1c(SCC(=O)NC2CCS(=O)(=O)C2)nnc1-c1ccc(OC)cc1 (configuration not stated)
-50.1,c1ccc2[nH]c(SCc3cscn3)nc2c1
3.9,CCCN(C(=O)COC(=O)CSc1ccc([N+](=O)[O-])cc1)C1CCS(=O)(=O)C1 (configuration not stated)

# Some of the compounds tested (hit frequency here may not be typical).
